# CHRM4 antagonist – human M4 muscarinic receptor antagonists, primary screen, CHO cells, Fluo-8 calcium fluorescence | Muscarinic acetylcholine receptor M4 (Homo sapiens), P08173 | CHO-hM4 cells, ACh EC80 | inhibition, % at 3 µM | 360,000 tested, 0.73% active | AID 624125, 2012;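 active = inhibition above its plate's cutoff, the mean inhibition of sample wells plus 3 SD, cut at about 27% in these data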;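 note: 0% = acetylcholine EC80 with DMSO and 100% = DMSO without agonist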
# Target sequence (P08173 whole entry, looked up): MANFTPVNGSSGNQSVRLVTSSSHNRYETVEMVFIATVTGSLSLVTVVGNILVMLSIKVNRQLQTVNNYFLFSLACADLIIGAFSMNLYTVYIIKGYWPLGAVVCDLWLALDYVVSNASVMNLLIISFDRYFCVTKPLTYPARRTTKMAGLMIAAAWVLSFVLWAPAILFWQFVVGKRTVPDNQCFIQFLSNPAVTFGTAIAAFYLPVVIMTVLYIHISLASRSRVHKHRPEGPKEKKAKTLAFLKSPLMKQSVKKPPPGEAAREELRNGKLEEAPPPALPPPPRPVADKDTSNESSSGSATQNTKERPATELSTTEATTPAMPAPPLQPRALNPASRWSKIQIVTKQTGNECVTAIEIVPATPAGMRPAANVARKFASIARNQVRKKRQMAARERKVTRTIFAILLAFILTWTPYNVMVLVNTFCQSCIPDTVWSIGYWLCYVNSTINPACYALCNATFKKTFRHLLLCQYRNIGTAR
# M5 PAM – human M5 muscarinic receptor positive allosteric modulators, primary screen, CHO-K1 cells, Fluo-8 calcium fluorescence. 360,000 tested, 0.3% active. Muscarinic acetylcholine receptor M5 (Homo sapiens), P08912. CHO-K1 hM5, ACh EC20 PAM; 0% = ACh EC20, 100% = ACh EC100. activation, % at 3 µM;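 active = activation above the run cutoff, the mean activation of all test compounds plus 3 SD, cut at about 18% in these data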
# Target sequence (P08912 whole entry, looked up): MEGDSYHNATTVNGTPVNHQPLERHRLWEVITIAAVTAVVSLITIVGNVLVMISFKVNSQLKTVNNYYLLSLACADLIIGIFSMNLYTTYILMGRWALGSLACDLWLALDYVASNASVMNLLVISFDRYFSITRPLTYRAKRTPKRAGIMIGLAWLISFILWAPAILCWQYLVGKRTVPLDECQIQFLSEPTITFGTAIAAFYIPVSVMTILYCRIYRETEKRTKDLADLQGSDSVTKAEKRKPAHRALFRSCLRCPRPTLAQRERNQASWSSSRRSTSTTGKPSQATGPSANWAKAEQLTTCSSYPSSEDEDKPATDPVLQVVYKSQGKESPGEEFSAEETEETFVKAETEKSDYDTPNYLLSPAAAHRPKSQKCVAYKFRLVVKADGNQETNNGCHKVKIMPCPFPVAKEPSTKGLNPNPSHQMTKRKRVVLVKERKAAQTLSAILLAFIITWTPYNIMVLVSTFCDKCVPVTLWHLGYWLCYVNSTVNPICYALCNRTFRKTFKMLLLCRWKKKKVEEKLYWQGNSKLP
#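 Assay system: CHO-K1 hM5 cells / Incubation: Fluo-8 loading 80 min at 37 °C plus 30 min room temperature / Technique: Fluo-8 calcium dye fluorescence, kinetic read / Repeats: single replicate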
# CRFR2-BP antag – antagonists of CRF-BP/CRF-R2 complex, primary screen, cell-based, HEK293, calcium dye fluorescence, uHTS; CRF-induced calcium fluorescence; inhibition, % at 11.8 µM; 350,000 tested, 0.59% active; AID 588475, 2011;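 active = inhibition of the ligand-induced calcium signal above about 50% at the single tested concentration, limit read from the data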
# CHRM5 agonist – human M5 muscarinic receptor agonists, primary screen, CHO-K1 cells, Fluo-8 calcium fluorescence | Muscarinic acetylcholine receptor M5 (Homo sapiens), P08912 | activation, % at 3 µM | 360,000 tested, 0.19% active | CHO-K1 hM5 cells; 0% DMSO wells, 100% maximal acetylcholine response;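 active = activation above the run's mean over test compounds plus 3 SD, cut at about 23% in these data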;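 note: signal is peak over basal fluorescence ratio across the kinetic read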
# CHRM4 agonist – human M4 muscarinic receptor agonists, primary screen, CHO-K1 cells, Fluo-8 calcium fluorescence; Muscarinic acetylcholine receptor M4 (Homo sapiens), P08173; CHO-K1 hM4/Gqi5; vehicle 0%, full acetylcholine response 100%; activation, % at 3 µM; 360,000 tested, 0.14% active;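 active = activation above the run mean over all test wells plus 3 SD, cut at about 32% in these data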;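 note: peak over basal fluorescence ratio per well then scaled between controls; 0% = DMSO wells and 100% = acetylcholine at EC100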
# CRFR2-BP ag – agonists of CRF-BP/CRF-R2 complex, primary screen, cell-based, HEK293, calcium dye fluorescence, uHTS | activation, % at 13.2 µM | 350,000 tested, 0.46% active | calcium dye fluorescence (FLIPR); percent of saturating CRF peptide response;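 active = activation of at least 50%, plus an integration ratio under a set limit after plate pattern correction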;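 note: plate controls were neutral control wells without compound for no effect and CRF at EC100 for full effect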
# M4 PAM – human M4 muscarinic receptor positive allosteric modulators, primary screen, CHO-K1 cells, Fluo-8 calcium fluorescence; Muscarinic acetylcholine receptor M4 (Homo sapiens), P08173; activation, % at 3 µM; CHO-K1 hM4/Gqi5, ACh EC20; 0% = ACh EC20, 100% = maximal ACh; 360,000 tested, 0.4% active; AID 624126, 2012;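 active = activation above its plate's cutoff, the mean activation of sample wells plus 3 SD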; note: some results filed as inactive read as strong as hits
# M1 PAM – human M1 muscarinic receptor positive allosteric modulators, primary screen, CHO-K1 cells, Fluo-8 calcium fluorescence, 1536-well; Muscarinic acetylcholine receptor M1 (Homo sapiens), P11229; CHO-K1 hM1, ACh EC20; 0% = ACh EC20, 100% = maximal ACh; activation, % at 3 µM; 360,000 tested, 0.088% active; AID 588819, 2011; in the data active = activation above about 19%, passing the limit was not always enough
# M5 antag – human M5 muscarinic receptor antagonists, primary screen, CHO cells, Fluo-8 calcium fluorescence | CHO-hM5 cells, ACh EC80 | inhibition, % at 3 µM | 360,000 tested, 0.59% active | AID 624040, 2012;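 active = inhibition above a per-plate cutoff, the mean of that plate's test compounds plus 3 SD, cut at about 27% in these data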;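 note: 0% = acetylcholine EC80 with DMSO and 100% = DMSO without agonist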
# * hit, by the source's call; . = no result given; & = joins results of further samples.
# Start of the data: the first 4 compounds, ahead of the listing:
CHRM4 antagonist	M5 PAM	CRFR2-BP antag	CHRM5 agonist	CHRM4 agonist	CRFR2-BP ag	M4 PAM	M1 PAM	M5 antag	molecule
1	0	-1	-1	0	-0.8	-4	2	9	CC(C)CC(=O)Nc1sc2c(c1C#N)CC(C)(C)NC2(C)C
1	2	11	0	1	-1.1	0	11	-13	COc1ccc2c(c1)CC(C)C/C2=N\NC(=O)c1ccco1 (configuration not stated)
12	1	8	1	-2	-0.8	2	3	-4	COc1cccc(NC(=O)CCSc2nnc3scc(-c4ccccc4)n23)c1
-7	1	9	0	1	-1.9	-5	2	-1	CCn1c(SCC(=O)O)nnc1-c1ccc2[nH]c(C)c(C)c2c1

# Results (from the top)
CHRM4 antagonist	M5 PAM	CRFR2-BP antag	CHRM5 agonist	CHRM4 agonist	CRFR2-BP ag	M4 PAM	M1 PAM	M5 antag	molecule
1	0	-1	-1	0	-0.8	-4	2	9	CC(C)CC(=O)Nc1sc2c(c1C#N)CC(C)(C)NC2(C)C
1	2	11	0	1	-1.1	0	11	-13	COc1ccc2c(c1)CC(C)C/C2=N\NC(=O)c1ccco1 (configuration not stated)
12	1	8	1	-2	-0.8	2	3	-4	COc1cccc(NC(=O)CCSc2nnc3scc(-c4ccccc4)n23)c1
-7	1	9	0	1	-1.9	-5	2	-1	CCn1c(SCC(=O)O)nnc1-c1ccc2[nH]c(C)c(C)c2c1
-4	0	-1	-1	0	-0.5	4	10	0	CC1CC(C)CN(S(=O)(=O)c2cc3c4c(c2)CCN4C(=O)CC3)C1 (configuration not stated)
-5	-2	-18	-4	2	-0.5	2	8	10	Cc1ccc(Cl)cc1N1CCN(S(=O)(=O)c2cn(C)cn2)CC1
2	2	2	-2	0	-1.0	0	8	-4	COc1cc(NC(=O)C/C(C)=N/NC(=O)C2CCCCC2)c(OC)cc1Cl
-6	-7	-4	-6	1	0.0	-3	4	10	Fc1ccc(N2CCN(Cc3cnc(Cl)s3)CC2)cc1
2	2	1	-2	0	2.8	9	8	5	CC(=O)NC1C(OCCOc2ccc(Cl)cc2C)OC(CO)C(O)C1O (configuration not stated)
-6	-3	-14	-2	1	2.0	-1	5	8	NNC(=O)c1oc2nc(-c3ccco3)cc(-c3ccco3)c2c1N
-1	-2	7	-2	1	3.2	4	5	-1	Cc1ccc2nc(-c3ccc(NC(=O)CN4C(=O)c5ccccc5C4=O)cc3)sc2c1
1	8	-2	8	3	-1.3	12	5	-6	CCO[C@@H]1OC(C(=O)N2CCN(Cc3ccccc3)CC2)=C[C@H](c2coc3ccccc3c2=O)[C@H]1CCCO
7	1	3	4	1	2.8	-3	0	5	O=C(Nc1ccccc1)Nc1ccc2ncoc2c1
-5	-2	6	-6	0	0.4	0	8	9	CN(C)CCCNC(=O)c1cc(C(=O)Cc2ccc(Cl)cc2)c[nH]1
0	-6	-9	-1	12	0.4	-3	-1	9	O=C(CSc1nnc(NC(=O)C2CC2)s1)NCc1ccccc1Cl
-4	-4	-6	-3	1	0.3	4	10	14	O=C(CSc1nnc(CNC(=O)c2ccc(F)cc2)o1)Nc1ccc2c(c1)OCO2
7	3	6	-2	2	-3.6	0	4	6	Cc1cc(C)c(S(=O)(=O)NCC2CCC(C(=O)NCc3ccccn3)CC2)c(C)c1 (configuration not stated)
-4	-11	-12	2	12	-0.3	-5	-1	16	COc1cccc(CN(C)CC(O)COc2cc(Cl)ccc2Cl)c1 (configuration not stated)
-9	-2	15	2	1	1.3	-3	1	0	C=CCn1c(SCC(=O)NC2CCS(=O)(=O)C2)nnc1-c1ccc(Cl)cc1 (configuration not stated)
-4	4	14	3	0	-1.2	0	6	-6	COc1cccc2c1-c1c(C(=O)O)cccc1C2=O
-1	-12	-9	3	2	2.3	-2	-2	-1	O=C1NC(c2ccccc2)N=C2Oc3ccccc3C=C12 (configuration not stated)
-6	-22	-18	-8	9	-1.5	-16	-17	13	S=C(NCC1(c2ccccc2)CCCC1)Nc1ccccc1
-20	-1	-2	5	7	-0.9	1	3	-10	NC(=O)NC[C@@H]1CC[C@@H](Cc2ccc(-c3ccccc3)cc2)O1
0	5	1	1	1	-0.1	0	3	14	COC(=O)c1ccc(CN2[C@H](C(=O)OC)C[C@@]3(O)[C@H](O)[C@H](O)[C@H](O)C[C@@H]23)cc1
-4	-9	5	3	17	-1.6	-8	-9	-1	CCOC(=O)C1(Cc2ccccc2C)CCCN(C(=O)c2ccc(C(C)=O)s2)C1 (configuration not stated)
-1	0	9	0	1	-0.6	-7	6	13	O=C(O)COc1ccc(/C=C/C(=O)c2ccc3ccccc3c2)cc1
7	3	-45	2	4	3.0	-2	8	-12	COc1cc(Br)c(CN2C(=O)NC3(CCCCCC3)C2=O)cc1OC
3	-10	13	0	7	0.2	-8	0	10	COc1ccc(/C=N/Nc2nc(-c3cccc(S(=O)(=O)N4CCCC4)c3)cs2)c(OC)c1
9	15	3	-4	0	-1.6	-5	15	-8	COc1cccc(CNC(=O)c2cccs2)c1
3	6	-5	-3	0	-2.1	-2	5	-5	Cn1ncc(Cl)c1C(=O)Nc1ccc2c(c1)CCC2
-10	10	.	2	1	.	8	.	-7	CCOC1=C2CN(S(=O)(=O)c3ccc(C)cc3)C(c3cccc(Cl)c3)CC2N(S(=O)(=O)c2ccc(Cl)cc2)C(c2ccccc2)C1 (configuration not stated)
-8	7	5	-1	2	-2.2	4	5	1	CNC(=S)N1CCC(NC(=O)C(Cc2ccccc2)NC(C)=O)CC1 (configuration not stated)
4	2	24	-1	0	-3.2	-3	7	-6	CCn1c(C)nc2cc(C(=O)NNC(=O)CCC3CCCC3)ccc21
-9	2	16	0	-1	2.9	1	16	-2	S=c1[nH]c2nc(Cl)c(Cl)nc2[nH]1
-13	-6	.	0	4	.	8	8	5	Cc1cc(F)ccc1C(O)c1ncc(-c2ccc3ccccc3c2)[nH]1 (configuration not stated)
-3	8	-11	0	1	9.0	0	6	-8	CCOC(=O)c1cc(CC)sc1NC(=O)C1CC1
14	0	21	1	0	-1.7	-5	1	2	COc1ccc(S(=O)(=O)Nc2cc(C)c(O)c(S(=O)(=O)c3ccccc3)c2)cc1
1	5	-17	-1	0	-0.8	8	4	-1	CCC(Sc1ccc2nnc(-c3ccc(F)cc3)n2n1)C(=O)O (configuration not stated)
6	2	3	-1	1	-3.8	1	0	4	O=C(CSc1ccc(C(F)(F)F)cc1[N+](=O)[O-])Nc1ccc2ccccc2c1
-6	0	0	-2	1	1.8	-4	6	0	O=C(NC1CCCCC1)C(c1ccc(F)cc1)N(CCCN1CCOCC1)C(=O)c1ccc(CN2CCOCC2)o1 (configuration not stated)
0	5	-8	3	-1	-2.2	9	5	-3	Cc1nc(NC(=O)c2ccccc2)sc1-c1csc(NCc2ccco2)n1
1	0	9	0	-1	1.0	1	3	2	O=C(Nc1cccn2ncnc12)c1ccc(Cl)cc1
-13	-6	20	-5	4	0.7	0	-2	4	CN(C)c1ccc(N=Nc2ccccc2C(=O)OCC(=O)NC2CCCC2)cc1
-18	-7	1	3	1	0.0	-6	4	4	CCOC(=O)CSc1ccc2nnc(-c3cccnc3)n2n1
-9	-2	4	12	2	-3.0	8	10	4	Cc1cc(Br)ccc1Nc1nc(N)nc(N)c1N=O
-17	4	-9	-3	8	0.8	-7	0	-4	O=C(CN1CCN(Cc2ccc(F)cc2)CC1)Nc1nc2ccccc2s1
-8	6	2	1	2	5.1	2	14	10	CCO[C@@H]1OC(C(=O)N2CCCCCCC2)=C[C@H](C2CCCCC2)[C@H]1CCCO
2	6	8	1	0	4.0	-4	-5	-7	CC1(C)Cc2nc(Cl)c(C(N)=O)cc2CO1
-2	3	-8	-3	1	-1.0	-16	8	-18	COc1ccc(C(=O)C2CCCN(Cc3cccn3-c3nccs3)C2)cc1OC (configuration not stated)
-4	-6	4	-3	1	1.1	5	12	7	O=C(CN1CCOCC1)Nc1ccc2c(c1)OCO2
34*	-18&-21	-16	3&9	9&19	1.0	-18&-4	-24	42*	CCN1/C(=C/C(C)=C/c2sc3ccccc3[n+]2CC)Sc2ccccc21
4	-1	12	1	0	0.2	1	1	3	CCOc1ccc(C(=O)Nc2ccc3c(c2)OCCO3)cc1OC
3	2	.	2	0	.	-1	-12	6	COc1ccc(CN(C)C(=O)[C@H]2O[C@@H](n3ccc(N)nc3=O)[C@H](O)[C@@H]2O)cc1OC
-5	-3	36	1	-1	-0.2	3	5	2	CCN(CC)C(=O)[C@H]1CC(CC(=O)NCCC2=CCCCC2)C(=O)N2CCc3c([nH]c4ccc(OC)cc34)[C@]12C (some centres not stated)
-12	1	-2	-1	9	-0.6	7	12	-7	CCOc1ccccc1CNC(=O)c1ccc(NC(=O)C2=CSCCO2)cc1
0	3	21	-4	1	-2.5	2	1	-8	C/C(=N\NC(=O)c1cc(O)cc(O)c1)c1ccc(NC(=O)Cc2ccccc2)cc1
-8	-5	-3	-1	2	-0.8	11	9	16	CC1CN(S(=O)(=O)c2ccc(C(=O)Nc3ccccc3F)cc2)CC(C)O1 (configuration not stated)
-11	-2	-44	-14	2	63*	-5	-3	7	O=C(N/N=C/c1sc(N2CCCCC2)nc1-c1cccs1)c1cccnc1
5	2	11	-8	2	0.8	-4	-2	9	COc1ccc2c(-c3ccccc3)cc(SCC(=O)N(C)C)nc2c1
5	-2	1	0	2	-1.6	2	7	0	CCCCSc1nn[nH]n1

# More compounds:
CHRM4 antagonist	M5 PAM	CRFR2-BP antag	CHRM5 agonist	CHRM4 agonist	CRFR2-BP ag	M4 PAM	M1 PAM	M5 antag	molecule
5	-4	-13	-2	1	-0.1	-6	-5	-3	Cc1nnc(-c2ccco2)c2cn(-c3cccc(Br)c3)nc12
2	-2	12	-1	2	-1.3	3	-4	1	CCS(=O)(=O)N1CCC(C(=O)O)CC1
12	-13	1	2	17	-0.9	-21	-10	16	COCCN1CCN(Cc2nc(Cc3ccc(OC)c(OC)c3)no2)CC1
-6	0	32	-6	2	-1.9	6	10	5	O=c1c(Cc2c(F)cccc2Cl)c(O)ccn1CCc1ccccn1
8	-2	-11	-2	-1	0.4	11	9	0	Cc1ccc(Cl)cc1N1CCN(S(=O)(=O)c2ccc3c(c2)oc(=O)n3C)CC1
-6	-7	46	1	11	-0.4	-6	-6	13	Cc1[nH]n(-c2ccc([N+](=O)[O-])cc2)c(=O)c1C=NCC1CCCO1 (configuration not stated)
-15	-5	2	-2	6	-1.9	7	0	2	Cc1ccc(S(=O)(=O)NCc2ccccc2)cc1C(=O)NC1CCC(C)CC1 (configuration not stated)
-6	2	-45	-2	1	-1.1	5	17	-8	Cc1ccccc1CNC(=O)C1CCN(c2nnc(N3CCCC3=O)s2)CC1
3	-5	5	-2	2	-1.5	-6	7	14	COc1ccc(OCCNS(=O)(=O)c2cccc([N+](=O)[O-])c2)cc1
-14	-8	-12	1	2	-2.4	10	5	0	COc1ccc2nc(NNC(=O)c3cc(=O)c4ccccc4o3)sc2c1

# Screens (PubChem BioAssay)
